# CCT modulator: modulators of cytosolic chaperonin (CCT/TRiC) activity; actives 0.3% (n = 360,000); activity change, % (test concentration not listed), hits read low; AID 651819; purified chaperonin ATPase assay, HTRF ADP detection, 30 min; in the data active means activity change below about -30%; further: on the % scale 0 is the no-effect control and ±100 the full control effect
#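 TRiC (40 or 20 nM final, by batch activity) in 30 mM Tris pH 7.4, 100 mM KCl, 5 mM MgCl2, 1 mM DTT was treated with compound at 76 uM single dose, then 10 uM ATP, 30 min at 37 °C. ADP was read by HTRF Transcreener.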
# Abeta rescue: compounds reversing amyloid beta toxicity in yeast; AID 1347071; actives 0.063% (n = 410,000); yeast expressing A-beta42, growth rescue, OD600, 48 h; response scale: 0% DMSO, 100% iron-clioquinol control; Potency, µM (titrated, usually from 46.1 µM), for the others: at the top dose growth rescue, hits mostly activators; further: potency means the concentration at half of the fitted maximal effect; nearly all actives have a fitted effect of over 55% in size
#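 Yeast A-beta toxicity model in growth medium with pinned compounds, 48 h at 30 C; growth read as absorbance at 600 nm. Normalized to FeCl3/clioquinol equimolar mix (positive) and DMSO (negative).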
# Mm-Cpn inhibitor: M. maripaludis TRiC chaperonin inhibition | purified Mm-Cpn ATPase, ADP Transcreener TR-FRET | Potency, µM (series often up to 76.9 µM), without a hit: at the top dose activity, negative = inhibition, actives largely listed as inhibitors | actives 0.031% (n = 330,000); further: potency means the concentration at half of the fitted maximal effect; on the % scale 0 is the no-effect control and ±100 the full control effect; nearly all actives have a fitted effect of over 80% in size
#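 Inhibition of chaperonin ATP hydrolysis is measured as reduced ADP production, detected by competitive TR-FRET in which signal falls with ADP. Final enzyme 25 nM and ATP 10 uM, reacted 30 min at 37°C.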
# TGFb SMAD3 inh: blocks TGF-b signaling; AID 588855; actives 1.2% (n = 410,000); HepG2 CAGA-GFP TGF-b/SMAD3 reporter, GFP fluorescence, 18 h; TGF-beta stimulated, 500 pg/mL final; Potency, µM (doses to about 46.1 µM), for inactives: at the highest dose activity, negative = inhibition, usual class: inhibitors; further: potency means the concentration at half of the fitted maximal effect; on the % scale 0 is the no-effect control and ±100 the full control effect; nearly all actives have a fitted effect of over 65% in size
#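 Inhibition was scored as loss of TGF-beta-induced (500 pg/mL final, 18 hours, 37 degrees C) GFP in HEPG2 cells carrying a CAGA-GFP reporter, in DMEM with 1% FBS. Well GFP was summed per cell; Activity was normalised to unstimulated and stimulated DMSO wells, then concentration-response fitting.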
# A549 tox: A549 cytotoxicity, counter-screen for Nrf2 inhibitors. A549 ARE-Fluc cells, CellTiter-Fluor viability, 18-24 h. Potency, µM (highest dose often 46 µM), inactives show at the highest dose activity change, negative = cytotoxicity, actives largely listed as inhibitors. actives 0.16% (n = 390,000); further: potency means the concentration at half of the fitted maximal effect; on the % scale 0 is the no-effect control and ±100 the full control effect
#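 A549 ARE_Fluc cells in 5% FBS OPTI-MEM were exposed to compounds in concentration-response for 18-24 h at 37 deg C. Viability was read by CellTiter-Fluor fluorescence (Ex 405/Em 525) after 30 min, before the luciferase read.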
# Nrf2 inh: blocks Nrf2 signaling. A549 ARE-Fluc reporter, luciferase luminescence, 18-24 h. Potency, µM (doses to about 46 µM), for inactives: at the highest dose activity change, negative = inhibition, hits mostly inhibitors. actives 2.1% (n = 360,000). AID 504444; further: potency means the concentration at half of the fitted maximal effect; on the % scale 0 is the no-effect control and ±100 the full control effect; nearly all actives have a fitted effect of over 60% in size
#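 Nrf2 activity is the BugLite luminescence, read 15 min after reagent at room temperature, following CellTiter-Fluor cytotoxicity readout (30 min, 37C). Compound titrations were applied for 18-24 h to 5000 A549 ARE_Fluc cells/well in 5% FBS OPTI-MEM.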
# HepG2 tox: counter-screen for TGF-b inhibitors: cytotoxicity in HepG2 cells. HepG2 CAGA-GFP viability, ATP luminescence, 18 h. Potency, µM (highest dose often 46.1 µM), for the others: at the highest dose activity change, negative = cytotoxicity, usual class: cytotoxic. actives 0.76% (n = 410,000). AID 588856; further: potency means the concentration at half of the fitted maximal effect; some results filed as inactive show a strong effect at the top dose
#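 HepG2 CAGA-GFP cells (1000/well, DMEM with 1% FBS) received compound, then TGF-beta at 500 pg/mL final, and were incubated 18 hours at 37 degrees C. Viability was read by CellTiter-Glo luminescence. Media-only wells were set as complete cell-killing and DMSO as no toxicity.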
# Akt phos inh: blocks phosphorylation of Akt; activity change, % for hits at 50 µM; Neuro2A IGF-stimulated pAkt S473 HTRF, 20 min; hits give low values; actives 0.32% (n = 360,000); AID 651550; in the data active means activity change below about -80%; inconclusive means mostly about -51% to -80%; further: on the % scale 0 is the no-effect control and ±100 the full control effect
#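 Neuro2A cells in DMEM with 0.5% FBS, overnight at 37 deg C, given compound at single 50 µM final, then IGF (6 nM final) for 20 min at 37 deg C. Lysed; phospho-Akt Ser473 by HTRF after 24 h, 665/615 ratio.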
# Nrf2 ARE act: Nrf2 pathway activation; AREc32 ARE-luciferase reporter (MCF7-derived line), luminescence, 24 h; Potency, µM (titrated, usually from 46.1 µM), for the others: at the top dose activation, most hits filed as activators; actives 0.31% (n = 410,000); further: potency means the concentration at half of the fitted maximal effect; % of control where 0% means no effect; nearly all actives have a fitted effect of over 65% in size
#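 Luciferase luminescence (Steady-Glo, 30 min at room temperature) served as the read-out of ARE activation in AREc32 cells treated with compounds for 24 hr at 37 deg C.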
# * = called active by the depositor; i = inactive; ? = inconclusive; · = not tested or not shown; [ ] = dose if it differs, or a comment. Unless noted, the call rests on the fitted dose curve; in most records, active means well fitted curve in the direction sought with a large enough effect; inconclusive means small, poorly fitted or top-dose-only effect, or another doubt; inactive means no such curve, though single readings can be large; an effect the other way counts as inactive or inconclusive.
entry	canonical_smiles	CCT modulator	A549 tox	Nrf2 inh	Nrf2 ARE act	HepG2 tox	Akt phos inh	TGFb SMAD3 inh	Mm-Cpn inhibitor	Abeta rescue
1	CC(OC(=O)c1ccc2c(=O)n3c(nc2c1)CCC3)C(=O)NC1CCCCC1C (stereo not given)	1.0	-4%	19%	0.1%	-7%	i	8%	-2%	-3%
2	C/C(=N\OCC(=O)OCC(=O)NC(=O)c1ccc(OC(F)F)cc1)c1ccc2c(c1)OCO2	0.2	0%	-1%	0.0%	24%	i	11%	-6%	15%
3	COc1cc(C2CC(=O)c3cnc(NC(C)=O)nc3C2)cc(OC)c1OC (stereo not given)	-2.7	7%	6%	-1.1%	1%	i	1%	-1%	0%
4	COc1cccc(N=c2oc3ccccc3cc2-c2nc3ccccc3[nH]2)c1	-0.5	-2%	?	13%	-37%	i	9%	0%	-26%
5	Cc1cc(/C=C(\C#N)C(=O)NC2CC2)c(C)[nH]1	-1.5	-2%	?	2.9%	1%	i	35%	0%	-2%
6	COc1cc(OC)c(NC(=O)CCNS(=O)(=O)c2ccc3c(c2)CC(C)N3C(C)=O)cc1Cl (stereo not given)	-1.3	1%	6%	-0.1%	1%	i	?	0%	13%
7	Cc1oc(-c2ccccc2F)nc1CSCC(=O)NCc1ccccc1	·	-11%	-21%	3.8%	3%	·	-21%	·	-1%
8	O=C(NCc1ccccc1)N1CCn2c(nc3ccccc32)C1	-1.6	-2%	0%	0.4%	0%	i	-4%	2%	2%
9	CCCC(=O)Nc1cc(=O)n(C)c(=O)n1C	1.5	1%	1%	-0.4%	-6%	i	-2%	-1%	4%
10	C[n+]1c(/C=C/c2ccc(O)cc2)ccc2ccccc21	-1.3	-30%	2%	20%	-73%	i	-25%	-4%	-34%
11	O=C(NCCO)C(F)(F)C(F)(F)C(F)(F)OC(F)(C(=O)NCCO)C(F)(F)F (stereo not given)	-1.6	-7%	1%	-0.5%	-2%	i	-1%	-8%	19%
12	Fc1ccccc1Cc1noc(CN(Cc2ccccn2)CC2CCCO2)n1 (stereo not given)	-1.4	1%	-6%	-0.6%	-3%	i	1%	2%	12%
13	C=CCn1cccc(C(=O)Nc2ccc(F)cc2)c1=O	-1.4	-4%	12%	12%	-25%	i	-14%	1%	-5%
14	O=C(Nc1cccc(S(=O)(=O)N2CCOCC2)c1)c1cnccn1	-2.7	7%	16%	-0.2%	0%	i	4%	1%	6%
15	O=C(CCc1ccccn1)N1CCCC(Nc2ccc(F)cc2)C1 (stereo not given)	-2.5	1%	0%	0.5%	15%	i	20%	-5%	-10%
16	CC(C)c1ccc(NS(=O)(=O)c2cn(C)c(=O)n(C)c2=O)cc1	0.7	10%	-2%	0.4%	-4%	i	5%	-4%	-11%
17	COc1ccc(NC(=O)CN2C(=O)C3(SCC(=O)N3c3ccccc3)c3ccccc32)cc1Cl (stereo not given)	·	-13%	?	4.1%	-8%	·	-4%	·	-18%
18	COc1ccc(-c2cnc(OC(C)(C)C)nc2OC(C)(C)C)cc1OC	0.0	?	23µM*	-0.2%	-23%	i	?	1%	5%
19	CSc1nnnc2ccccc12	0.7	0%	?	2.2%	-18%	i	0%	·	13%
20	O=C(C1CCCCC1)N1CCC(c2nc3ccccc3[nH]2)CC1	-1.7	1%	-10%	0.3%	-14%	i	7%	1%	-5%
21	CCc1nnc(NC(=O)[C@@H](NC(=O)c2cccc(C)c2)C(C)C)s1	-2.6	1%	-12%	-0.5%[9.22 µM]	11%	i	10%	5%	-2%
22	Cc1ccc(S(=O)(=O)Nc2ccc3c(c2)nc(CN2CCCC2)n3C)cc1	-3.5	-2%	2%	2.3%	6%	i	-6%	0%	8%
23	O=C1C(=O)N(CCN2CCOCC2)C(c2cccc(Cl)c2)/C1=C(/O)c1ccc2c(c1)OCO2 (stereo not given)	0.9	-13%	-3%	-0.2%	-20%	i	-16%	-3%	7%
24	COC(=O)c1cc2nc(-c3ccc(OC)cc3)cc(C(F)(F)F)n2n1	1.6	4%	·	2.2%	-4%	i	-13%	0%	18%
25	Cc1oc(-c2ccc(C(=O)NCc3cccc(F)c3)cc2)nc1COc1ccccc1	·	0%	-14%	0.5%	-19%	·	2%	·	-12%
26	CCCCOc1ccc(/C(O)=C(\C#N)c2nc3ccccc3[nH]2)cc1	-4.6	4%	23%	2.9%	6%	i	0%	-3%	9%
27	CC(C)NCC(O)COCCOc1ccc(C(C)(C)C)cc1 (stereo not given)	-0.8	-2%	4%	-0.3%	11%	i	12%	1%	23%
28	CCC(CC)C(=O)Nc1nc(-c2ccc3c(c2)CCN3C(=O)C2CC2)c(C)s1	-1.8	-17%	?	0.1%	-20%	i	-12%	1%	12%
29	Cc1ccc(S(=O)(=O)Cc2ccc(C(=O)NCCCN3CCCC3=O)o2)cc1	-2.3	-2%	-7%	0.3%	-1%	i	0%	1%	-12%
30	CCOC(=O)CSC1=C(C#N)C(c2ccc(Cl)cc2)C(C(=O)OC)C(=O)N1 (stereo not given)	-1.5	5%[1.84 µM]	?	-0.9%	-36%	i	-63%	1%	-3%

# Some entries already given, reduced to Nrf2 ARE act.
item	canonical_smiles	Nrf2 ARE act
11	O=C(NCCO)C(F)(F)C(F)(F)C(F)(F)OC(F)(C(=O)NCCO)C(F)(F)F (stereo not given)	-0.5%
12	Fc1ccccc1Cc1noc(CN(Cc2ccccn2)CC2CCCO2)n1 (stereo not given)	-0.6%
13	C=CCn1cccc(C(=O)Nc2ccc(F)cc2)c1=O	12%
14	O=C(Nc1cccc(S(=O)(=O)N2CCOCC2)c1)c1cnccn1	-0.2%
15	O=C(CCc1ccccn1)N1CCCC(Nc2ccc(F)cc2)C1 (stereo not given)	0.5%

# Carrying on.
entry	canonical_smiles	CCT modulator	A549 tox	Nrf2 inh	Nrf2 ARE act	HepG2 tox	Akt phos inh	TGFb SMAD3 inh	Mm-Cpn inhibitor	Abeta rescue
31	COc1ccccc1NC(=O)COc1ccc(CO)cc1Cl	0.1	-4%	-7%	2.1%	-2%	i	10%	-2%	-6%
32	CCN(CC)S(=O)(=O)c1ccc(N2CCOCC2)c(NC(=O)c2ccc(=O)[nH]c2)c1	0.3	3%	-11%	2.0%	-26%	i	-2%	-1%	6%
33	CN(C(=O)NC(=O)C1=C(N2CCOCC2)/C(=C/c2ccccc2)CC1)S(C)(=O)=O	-4.2	?	7%	6.6%	-16%	i	0%	0%	7%
34	CC1CCCCN1C(=O)CSc1nnc(-c2ccccc2F)o1 (stereo not given)	0.0	2%	?	2.4%	-11%	i	-12%	-1%	-2%
35	O=c1[nH]c(=S)c2[nH]cnc2[nH]1	·	-2%	-16%	·	-13%	·	-2%	·	·
36	CC(=O)c1ccc(NC(=S)N2CCC(Cc3ccccc3)CC2)cc1	-5.1	6%	-17%	-0.6%	-3%	i	-21%	0%	?
37	O=C(Nc1ccc(Br)cc1)Nc1ccccc1Cl	0.0	-18%	?	-0.4%	-12%	i	-20%	4%	0%
38	O=C(COc1ccc(Cl)cc1)Nc1cccc(-c2ccc(N3CCOCC3)nn2)c1	-3.0	-7%	?	0.4%	-50%	i	-15%	-5%	20%
39	O=c1c2cc([N+](=O)[O-])ccc2sn1-c1ccccc1	-2.2	·	·	8.3%	-7%	i	-12%	·	-83%[inhibitor]
40	Nc1nc(/C=C/c2ccc(F)cc2)nc(-c2ccccc2O)n1	1.2	0%	?	?	0%	i	6%	0%	1%
41	Fc1ccccc1-c1nnc2c3ccccc3nc(N3CCOCC3)n12	-0.7	-1%	0%	7.0%	-17%	i	-8%	-2%	13%
42	COc1ccc(CCN2CCCn3c2nc2c3c(=O)n(CC(N)=O)c(=O)n2C)cc1OC	-4.4	-13%	0%	-0.1%	12%	i	0%	0%	-12%
43	CCCN1C2=C(C(=O)CC(C)(C)C2)C(c2ccc(F)cc2)C2=C1c1ccccc1C2=O (stereo not given)	1.9	-21%	?	0.2%	4%	i	-8%	1%	-10%
44	Cc1ccc(S(=O)(=O)NCc2ccccc2)cc1C(=O)NCC(=O)Nc1c(C)cccc1C	0.2	·	·	0.8%	-1%	i	-19%	·	5%
45	CCOC(=O)C1CCCN(c2c(C(=O)c3ccccc3)cnc3ccccc23)C1 (stereo not given)	-3.6	-1%	-14%	0.4%	2%	i	16%	-1%	2%
46	CN(C)c1cccc(-c2csc(N3CCC(C(N)=O)CC3)n2)c1	·	-1%	?	-0.1%	-32%	·	-4%	-2%	3%

# Values in list order from the entries so far:
# Entries 28 to 31 in TGFb SMAD3 inh read -12%, 0%, -63%, 10%
# Entries 28 to 31 in Abeta rescue read 12%, -12%, -3%, -6%
# Entries 28 to 31 in A549 tox read -17%, -2%, 5%[1.84 µM], -4%

# Retrieved by compound from the list above (3):
entry	canonical_smiles	CCT modulator	A549 tox	Nrf2 inh	Nrf2 ARE act	HepG2 tox	Akt phos inh	TGFb SMAD3 inh	Mm-Cpn inhibitor	Abeta rescue
40	Nc1nc(/C=C/c2ccc(F)cc2)nc(-c2ccccc2O)n1	1.2	0%	?	?	0%	i	6%	0%	1%
35	O=c1[nH]c(=S)c2[nH]cnc2[nH]1	·	-2%	-16%	·	-13%	·	-2%	·	·
34	CC1CCCCN1C(=O)CSc1nnc(-c2ccccc2F)o1 (stereo not given)	0.0	2%	?	2.4%	-11%	i	-12%	-1%	-2%

# High-throughput results as filed in PubChem.
